NTR1 ag – NTR1-driven beta-arrestin-GFP spot formation – imaging, U2OS cells, high content, primary screen (AID 493036) | P30989 | agonist mode | activation, % at 20 µM | 330,000 compounds, 0.17% hits;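 active = activation at or above 40% of the spot to cytoplasm intensity ratio, with at least 20 cells analyzed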;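 also: 0% = DMSO without peptide and 100% = 100 nM NTR1 peptide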
Target sequence (P30989 whole entry, looked up): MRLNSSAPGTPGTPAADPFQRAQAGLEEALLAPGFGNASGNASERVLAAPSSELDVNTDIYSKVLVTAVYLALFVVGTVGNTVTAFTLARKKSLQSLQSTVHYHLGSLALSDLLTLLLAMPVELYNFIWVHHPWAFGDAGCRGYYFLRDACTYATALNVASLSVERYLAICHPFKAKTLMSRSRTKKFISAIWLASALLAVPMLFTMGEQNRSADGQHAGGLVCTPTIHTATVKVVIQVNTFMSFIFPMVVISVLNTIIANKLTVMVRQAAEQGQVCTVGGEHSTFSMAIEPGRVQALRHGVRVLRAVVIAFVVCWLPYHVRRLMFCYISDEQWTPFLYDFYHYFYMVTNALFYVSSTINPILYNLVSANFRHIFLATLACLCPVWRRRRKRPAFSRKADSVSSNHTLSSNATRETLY
KOR beta-arrestin-1 – kappa opioid receptor activators – cell-based, luminescence, uHTS, primary screen (AID 1777); KOR beta-arrestin recruitment, luminescence; higher % means a stronger effect; one-dose activation, % at 10 µM; EC50 in µM for titrated hits; 280,000 compounds, 0.02% hits; in the data active = activation above about 50%, passing the limit was not always enough; also: a part of the inactive calls stands beside numbers as strong as those of hits
NOD2 inhibition – inhibition of NOD2-driven NF-kB reporter – cell-based, luminescence, uHTS, HEK293 (AID 1566); HEK293 NOD2/NF-kB luciferase reporter, luminescence; higher % means a stronger effect; inhibition, % at 4 µM; hits with a dose series show EC50 in µM; 290,000 compounds, 0.63% hits; also: many of its hits are not listed in these tables
Yfh1-off respiration – enhancers of respiration in Yfh1-depleted yeast, dose response, Friedreich's ataxia, plus single-dose screen (AID 1465) | S. cerevisiae Yfh1-off respiration, WST-1 reduction, 72 h; higher fold induction means a stronger effect | one-dose fold induction at 50 µM; EC50 in µM for titrated hits | 220,000 compounds, 0.074% hits;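 active = fold induction of absorbance versus untreated yeast above a set limit, then at least 30% activation at any dose in follow-up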;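 also: activators that raise dye reduction in frataxin-depleted yeast; strong numbers were not always called active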
ER stress rescue – rescue of cells from ER stress-induced death, primary screen, 384-well, CSM14.1, thapsigargin, ATP luminescence (AID 1222). 190,000 tested, under 10 active. cellular ATP content (survival), % at 20 µM, or EC50 in µM where a hit was titrated. CSM14.1 thapsigargin-induced death rescue, ATP luminescence; higher % means a stronger effect;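 active = EC50 below 50 µM in the dose-response confirmation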;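 also: death triggered by thapsigargin at about 15 µM added after 2 h compound pretreatment; cell ATP read after overnight thapsigargin exposure of roughly 18 to 22 hours; normalized against plate controls of thapsigargin alone and 5% DMSO vehicle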
TNAP activation fold – stimulation of alkaline phosphatase TNAP activity – biochemical, luminescent, no phosphate acceptor, uHTS, primary screen (AID 1001); purified TNAP, luminescent activation assay, no phosphate acceptor; higher activation fold means a stronger effect; activation fold at 20 µM; hits with a dose series show EC50 in µM; 200,000 compounds, 0.03% hits; in the data active = activation fold from about 3, or a potency from the dose series; inactive = the rest, 99 in 100 with activation fold below about 1.6; also: many of its hits are not listed in these tables
NOD1 inhibition – NOD1 signaling inhibitors, primary screen, cell-based, luminescence, uHTS (AID 1578). NOD1-driven NF-kB luciferase reporter cells, luminescence; higher % means a stronger effect. inhibition, % at 4 µM, or EC50 in µM where a hit was titrated. 290,000 compounds, 1% hits; in the data active = inhibition mostly above about 36%, no sharp cut-off; inactive = mostly below about 34%;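 also: HEK-293T reporter cells stimulated with the NOD1 agonist gamma-tri-DAP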
KOR beta-arrestin-2 – kappa opioid receptor blockers – cell-based, luminescence, uHTS (AID 1778) | inhibition, % at 10 µM, or IC50 in µM where a hit was titrated | 290,000 compounds, 0.091% hits | KOR beta-arrestin recruitment, luminescence, antagonist mode; higher % means a stronger effect; also: strong numbers were not always called active
GPR55 activation – GPR55 agonists via beta-arrestin recruitment, primary screen, imaging, U2OS cells, beta-arrestin-GFP redistribution (AID 1961) | U2OS GPR55 beta-arrestin-GFP redistribution imaging; higher % means a stronger effect | 290,000 compounds, 0.048% hits | activation, % at 10 µM, or EC50 in µM where a hit was titrated;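 active = activation above 40% with more than 50 cells counted in the well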;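 also: U2OS osteosarcoma cells stably expressing GPR55 and beta-arrestin-GFP; plate controls were DMSO negative control for no effect and LPI positive control for full effect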
NTR1 ag cell count 20 µM – further read-out of NTR1 ag, marked with its call; cell count; measured here: cell count, cytotoxicity flag
Numbers without * were called inactive; i = inactive; nt = no result given; [ ] = another dose, or the depositor's remark. Rule as the data show it, unless noted: active = inhibition above about 50%; inactive = the rest. These rows are one share of the data, so the mix of outcomes need not match the whole.

Screens in order: NTR1 ag | NTR1 ag cell count 20 µM | KOR beta-arrestin-1 | NOD2 inhibition | Yfh1-off respiration | ER stress rescue | TNAP activation fold | NOD1 inhibition | KOR beta-arrestin-2 | GPR55 activation
1	Cc1cn(S(=O)(=O)c2ccc(Br)c3ccccc23)cn1
 : 1.0 | 55 | -0.8% | 10% | i | 0.6% | 0.9 | -6% | -4% | 0.1%
2	Cc1nnc(SCC(=O)Nc2ccccc2)n(N)c1=O
 : -1.4 | 73 | -2.1% | -7% | i | nt | 1.2 | -32% | -41% | -0.5%
3	CCn1c(SCC(=O)C(C)(C)C)nnc1-c1cccnc1
 : 0.0 | 57 | -0.1% | 6% | i | -2.7% | 1.1 | -6% | -36% | -0.1%
4	CCC(=O)n1nc(NCc2ccccc2OC)nc1NCc1ccccc1OC
 : 0.5 | 65 | 1.1% | 17% | i | -1.6% | 1.1 | 14% | 7% | 0.5%
5	C/C(=N\NC(=O)c1cc(-c2cccc([N+](=O)[O-])c2)n[nH]1)c1ccc(F)cc1
 : -0.6 | 48 | 1.5% | -8% | i | nt | nt | -5% | 25% | -0.1%
6	CCn1c(SCC(=O)NCc2ccccc2)nc2ccccc2c1=O
 : 2.0 | 48 | 1.1% | 15% | i | -1.6% | 0.9 | 14% | 6% | 0.7%
7	CC1Cc2nc(SCC(=O)Nc3ccc4c(c3)OCO4)n(Cc3ccccc3)c(=O)c2S1 (configuration not stated)
 : 0.1 | 62 | -1.3% | -72% | i | nt | 1.1 | -45% | -6% | 0.3%
8	COC(=O)[C@H](C)NC(=O)Nc1cccc(C(F)(F)F)c1
 : -0.6 | 62 | -4.4% | 14% | i | -2.1% | 1 | -24% | 35% | -0.1%
9	CCOc1ccc2cc(S(=O)(=O)N3CCCCC3)ccc2c1
 : 1.3 | 56 | 0.8% | 17% | nt | nt | nt | 26% | 9% | 0.0%
10	O=C(Nc1nc2c(s1)CCc1ccccc1-2)c1cccs1
 : 21 | 47 | 3.3% | -27% | i | -2.3% | 1 | -40% | -6% | 0.3%
11	COc1ccc(NC(=O)CC2C(=O)N(c3ccccc3)C(=O)N2CCc2cccs2)cc1 (configuration not stated)
 : 0.2 | 51 | 0.9% | -106% | i | 0.2% | 1 | -44% | 2% | -0.2%
12	CSc1nsc(SC)c1NC(=O)Nc1ccccn1
 : 2.3 | 61 | -1.4% | 9% | i | -0.9% | 1.1 | 4% | 4% | 0.3%
13	Cn1c(=O)c2c(nc3n2CC(COc2ccc(Cl)cc2)O3)n(C)c1=O (configuration not stated)
 : 0.2 | 73 | -3.3% | 14% | nt | nt | nt | -20% | 1% | 0.4%
14	CCOC(=O)CN1C(=O)S/C(=C/C=C/c2ccc(N(C)C)cc2)C1=O
 : -2.3 | 85 | 0.5% | -10% | i | -2.3% | 1 | -26% | -8% | 0.0%
15	O=C(CSS(=O)(=O)O)N1CCN(C(=O)c2ccoc2)CC1
 : -0.2 | 82 | -2.8% | 10% | nt | nt | nt | -16% | 26% | -0.2%
16	COc1ccc(CN(CCN(C)C)Cc2ccccc2)c(OC)c1
 : -4.4 | 84 | -8.0% | -25% | i | -4.2% | 1.1 | 6% | -10% | 0.3%
17	Cc1cc(OCC(=O)NNC(=O)CCc2ccccc2)ccc1Br
 : -0.2 | 51 | -4.6% | 2% | nt | nt | nt | -22% | 1% | 0.3%
18	CCOC(=O)c1c(C)[nH]c(C(=O)CN2C(=O)NC(CC)(c3ccccc3)C2=O)c1C (configuration not stated)
 : 4.5 | 62 | 0.1% | 12% | i | 0.8% | 1.1 | 5% | -3% | 0.2%
19	COC(=O)C1C(=O)C2=C(CC1C)NC(C)=C(C(=O)OC1CCCC1)C2c1ccc(N(C)C)cc1 (configuration not stated)
 : 0.0 | 96 | -2.2% | 20% | i | 4.2% | 1 | 12% | 18% | -0.2%
20	CCn1c(/C=C/c2ccccc2)nc2ccccc21
 : 3.0 | 59 | -0.3% | -200% | i | -7.2% | 1.1 | -28% | -9% | -0.1%
21	CN1c2ccccc2C(C)(C)C12CC(c1cccc(S(=O)(=O)N3CCCC3)c1)=NO2 (configuration not stated)
 : 2.1 | 68 | 9.6% | -71% | i | -0.3% | 1 | -6% | -61% | -0.3%
22	CCc1nccn1CCC(=O)N1CCc2c([nH]c3ccccc23)C1CC(C)C (configuration not stated)
 : -0.1 | 57 | -2.7% | -2% | i | nt | nt | 0% | 20% | 0.0%
23	C=CCN(Cc1nc(-c2cc(OC)c3c(c2)OCO3)oc1C)C1CCS(=O)(=O)C1 (configuration not stated)
 : 3.9 | 96 | nt | -17% | i | 0.8% | 1.1 | -28% | -17%[20 µM] | -0.1%
24	C=C(C)C1Cc2c(C)nn(-c3ccccc3)c2C1 (configuration not stated)
 : 0.4 | 44 | 4.7% | -6% | i | -1.5% | 1.1 | -26% | -13% | -0.3%
25	CCOC(=O)C1=NN(C(=O)c2ccc(OC)cc2)C(O)(c2ccc(Cl)cc2)C1 (configuration not stated)
 : 2.5 | 78 | -4.9% | 0% | i | -1.3% | 0.5 | -3% | -10% | 0.5%
26	CCCCOc1ccc(C(=O)NCC2(c3ccccc3)CCOCC2)cc1
 : -0.2 | 85 | -2.3% | 20% | i | -2.5% | 1 | -14% | 10% | 0.0%
27	Cc1c(NC(=O)c2cc(-c3ccco3)on2)c(=O)n(-c2ccccc2)n1C
 : 0.5 | 45 | 4.3% | -3% | i | -0.1% | 1.1 | -2% | -32% | -0.1%
28	C=CCn1c(SCC(=O)Nc2cccnc2Cl)nnc1-c1ccc(C(C)(C)C)cc1
 : 3.7 | 36 | -0.1% | 10% | i | 0.8% | 1 | 9% | 9% | 0.3%
29	O=C(Cc1sc(-c2ccccc2Cl)nc1-c1ccccc1)Nc1ccccc1
 : 0.5 | 43 | 2.7% | -34% | i | -0.6% | 1 | -49% | -2% | 0.2%
30	CCOC(=O)c1ccc(Oc2cc(C)nc(Cl)n2)cc1
 : 0.3 | 48 | 3.6% | 1% | i | nt | nt | -1% | -15% | 0.5%
31	COCCN(C(=S)Nc1cccc(C)c1)C(C)c1cccs1 (configuration not stated)
 : 0.3 | 61 | -1.5% | 11% | i | 0.0% | 1.1 | -4% | 8% | 0.1%
32	CCC(=O)N(C1=C(NC)C(=O)c2ccccc2C1=O)C(C)C
 : 0.5 | 78 | -4.2% | 29% | i | 1.1% | 0.9 | -26% | 1% | 0.0%
33	COc1ccccc1Nc1nc2ccccc2n2cnnc12
 : 14 | 37 | -0.5% | -13% | i | nt | nt | -7% | 24% | -0.2%
34	COC(=O)c1ccc(NC(=S)NN2CCOCC2)cc1
 : -0.5 | 47 | -1.1% | -19% | i | -1.7% | 1 | -39% | -9%[20 µM] | -0.3%
35	CC1CN(C(=O)Nc2cccc(Cl)c2)C2(CCCCCC2)O1 (configuration not stated)
 : -1.0 | 74 | -0.5% | -6% | i | -1.3% | 1.1 | -12% | 0% | 0.8%
36	N#Cc1c(C(F)(F)F)cc(-c2ccccc2Cl)[nH]c1=O
 : 1.9 | 72 | 3.8% | 34% | i | -1.6% | 0.9 | 34% | 11% | -0.3%
37	COc1cccc(COCC(O)Cn2cnc3cc(C)c(C)cc32)c1 (configuration not stated)
 : 1.0 | 57 | 0.2% | 12% | i | -0.8% | 1.1 | -22% | -26% | 0.1%
38	CCOC(=O)C1CCN(C(=O)Cc2ccc(OC)c(OC)c2)CC1
 : -0.6 | 62 | -1.3% | 14% | i | -1.0% | 1 | 4% | 5% | -2.3%
39	C=CCNC(=O)c1cc2c(=O)n3cccc(C)c3nc2s1
 : -0.5 | 100 | -4.4% | 11% | nt | nt | nt | 2% | 4% | -0.1%
40	COc1ccc(N(CC(=O)NCc2cccs2)S(=O)(=O)c2c(C)n[nH]c2C)cc1
 : 0.7 | 61 | 0.2% | -1% | i | 0.2% | 1 | -4% | 6% | 0.5%
41	Cc1cccc(NC(=S)NCCN2CCOCC2)c1
 : -1.1 | 42 | 3.1% | 4% | i | 0.5% | 1 | -17% | -7% | -0.1%
42	CC(=O)NC1CC2CCC(C1)N2Cc1ccc(C)cc1 (configuration not stated)
 : 7.7 | 93 | -7.1% | -2% | i | 0.6% | 0.9 | -106% | -6% | -0.3%
43	CCCCNC(=O)Cc1c(O)c2ccccc2[nH]c1=O
 : 0.0 | 76 | 1.5% | -4% | i | -3.5% | 1 | -16% | -16% | -0.2%
44	O=C(Nc1nnc(-c2ccncc2)o1)c1ccccc1F
 : 2.1 | 63 | -5.7% | 10% | i | nt | 1 | -29% | 9% | -0.3%
45	Cc1cc(C(N)=O)c2cc(Br)ccc2n1
 : -0.6 | 66 | -3.6% | 10% | i | nt | 1.1 | -17% | 11% | -0.1%
46	CCC(O)(CC)C(=O)NN(C(=O)Nc1csc2c1CCCC2)c1ccccc1
 : 0.9 | 35 | -1.0% | -3% | i | -2.7% | 1 | -8% | 30% | 0.5%
47	Cc1ccc(CC2CC(=O)N(c3ccc(C)cc3)C2=O)cc1 (configuration not stated)
 : 3.4 | 53 | -6.6% | 3% | i | -0.8% | 1.1 | -38% | -5% | -0.1%
48	COc1ccccc1NC(=O)CC1C(=O)Nc2c1c(=O)n(C)c(=O)n2C (configuration not stated)
 : -0.6 | 39 | -1.1% | 12% | i | -1.6% | 1 | 3% | 6% | 0.3%
49	Cc1noc(NS(=O)(=O)c2ccc(NC(=O)c3cc(=O)c4ccccc4o3)cc2)c1C
 : -0.2 | 71 | 7.3% | 7% | nt | nt | nt | -31% | -40% | 0.0%
50	COCCCNC(=O)c1cn(CC(C)C)c(=O)c2c1c1ccccc1n2C
 : -1.3 | 69 | -0.3% | -5% | i | -1.4% | 1.2 | -11% | -12% | -0.1%
51	O=C(/C=C/c1cn(-c2ccccc2)nc1-c1cccnc1)N1CCCCC1
 : 5.4 | 41 | -1.9% | 10% | i | -1.3% | 1.1 | -26% | 19% | 0.3%

Profiles as entered above. Screens in order: NTR1 ag	NTR1 ag cell count 20 µM	KOR beta-arrestin-1	NOD2 inhibition	Yfh1-off respiration	ER stress rescue	TNAP activation fold	NOD1 inhibition	KOR beta-arrestin-2	GPR55 activation
Cn1c(=O)c2c(nc3n2CC(COc2ccc(Cl)cc2)O3)n(C)c1=O (configuration not stated) is listed as 0.2	73	-3.3%	14%	nt	nt	nt	-20%	1%	0.4%
CN1c2ccccc2C(C)(C)C12CC(c1cccc(S(=O)(=O)N3CCCC3)c1)=NO2 (configuration not stated) is listed as 2.1	68	9.6%	-71%	i	-0.3%	1	-6%	-61%	-0.3%

Compounds above with a furan ring, fused or not, in the order listed:
Screens in order: NTR1 ag | NTR1 ag cell count 20 µM | KOR beta-arrestin-1 | NOD2 inhibition | Yfh1-off respiration | ER stress rescue | TNAP activation fold | NOD1 inhibition | KOR beta-arrestin-2 | GPR55 activation
15	O=C(CSS(=O)(=O)O)N1CCN(C(=O)c2ccoc2)CC1
 : -0.2 | 82 | -2.8% | 10% | nt | nt | nt | -16% | 26% | -0.2%
27	Cc1c(NC(=O)c2cc(-c3ccco3)on2)c(=O)n(-c2ccccc2)n1C
 : 0.5 | 45 | 4.3% | -3% | i | -0.1% | 1.1 | -2% | -32% | -0.1%
